# GLS inh – qHTS for Inhibitors of Glutaminase (GLS). Glutaminase kidney isoform, mitochondrial (Homo sapiens), O94925. GLS enzymatic activity, qHTS titration. Potency, µM (titrated, usually from 45.5 µM), for inactives: at the top dose activity change, negative = inhibition, most hits filed as inhibitors. hit rate 0.21% among 410,000. AID 624170, 2012; also: % is scaled to controls: 0 for no effect and ±100 for the full control effect
#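 Enzyme dispensed in phosphate buffer (45 mM, pH 8.2, 0.02% Tween-20), compounds pinned in, then 1 mM L-glutamine solution and the glutamate oxidase–HRP–Amplex Red mix added; fluorescence read immediately and again after 30 min at room temperature.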
# JMJD2A Tudor inh – qHTS Assay for Inhibitors of JMJD2A-Tudor Domain | Lysine-specific demethylase 4A (Homo sapiens), O75164 | AlphaScreen JMJD2A-Tudor / H3K4me3 peptide binding | AID 504339, 2011 | hit rate 4.4% among 390,000 | Potency, µM (series often up to 114 µM), for the others: at the top dose activity change, negative = inhibition, most hits filed as inhibitors; also: % is scaled to controls: 0 for no effect and ±100 for the full control effect; nearly all actives have a fitted effect of over 50% in size
# ERG-DNA inh – qHTS for Small Molecule Inhibitors of the ERG Ets/DNA interaction | Transcriptional regulator ERG (Homo sapiens), P11308 | fluorescence polarization, His-ERG Ets domain / labelled DNA | Potency, µM (titrated, usually from 76.9 µM), inactives show at the top dose FP activity, negative = inhibition, usual class: inhibitors | hit rate 0.028% among 370,000 | AID 624246, 2012; active = well fitted inhibition curve with a large enough effect in the polarisation, with a control signal flat; inconclusive = small, poorly fitted or top-dose-only effect, or effect the other way, or a change in a side signal; inactive = no such curve, though single readings can be large or run the other way; the % refers to the polarisation;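 also: polarization taken with two DNA probes labelled with fluorescein and Texas red; % of control where 0% means no effect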
# Target sequence (P11308 whole entry, looked up, the tested form may be a part): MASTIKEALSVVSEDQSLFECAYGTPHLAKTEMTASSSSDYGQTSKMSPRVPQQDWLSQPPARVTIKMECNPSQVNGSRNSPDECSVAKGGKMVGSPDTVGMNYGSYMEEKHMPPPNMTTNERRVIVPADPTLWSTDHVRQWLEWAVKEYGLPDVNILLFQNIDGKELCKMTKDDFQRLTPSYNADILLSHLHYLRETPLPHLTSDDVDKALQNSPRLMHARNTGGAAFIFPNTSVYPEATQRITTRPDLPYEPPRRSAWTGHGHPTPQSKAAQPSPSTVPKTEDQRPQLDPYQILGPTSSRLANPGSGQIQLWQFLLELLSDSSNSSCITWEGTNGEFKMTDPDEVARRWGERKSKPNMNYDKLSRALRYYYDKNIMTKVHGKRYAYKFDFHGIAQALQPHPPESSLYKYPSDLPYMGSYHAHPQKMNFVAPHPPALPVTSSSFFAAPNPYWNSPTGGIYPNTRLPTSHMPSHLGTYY
#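 His-tagged ERG Ets domain (1 uM in the protein solution; 300mM KCl, 50mM Tris-HCl, 1mM EDTA, 1mM DTT, pH 7.5) received compound, then a probe mix of 5 nM fluorescein-DNA and 100nM Texas-615-DNA. Fluorescence polarization was read for both dyes.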
# TrxR1 inh – qHTS Assay for Inhibitors of Mammalian Selenoprotein Thioredoxin Reductase 1 (TrxR1): qHTS. Thioredoxin reductase 1, cytoplasmic (Rattus norvegicus), O89049. recombinant rTrxR1, NADPH fluorescence consumption, selenite substrate. Potency, µM (titrated, usually from 114 µM), for inactives: at the highest dose activity change, negative = inhibition, usual class: inhibitors. hit rate 1% among 390,000. AID 588453, 2011; also: % is scaled to controls: 0 for no effect and ±100 for the full control effect; nearly all actives have a fitted effect of over 65% in size
#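 Rat TrxR1 (90 nM in the dispensed reagent) was pre-reduced with 400 uM NADPH for 5 min at room temperature, then incubated with compound for 15 min. After 400 uM selenite was added, NADPH fluorescence (Ex 340/Em 450 nm) was followed for 8 min.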
# HP1b chromo inh – HTS for Inhibitors of HP1-beta Chromodomain Interactions with Methylated Histone Tails; AlphaScreen HP1-beta / biotin-H3K9me3 peptide binding; hit rate 0.56% among 390,000; Potency, µM (top dose mostly 114 µM), for inactives: at the highest dose activity change, negative = inhibition, usual class: inhibitors; also: nearly all actives have a fitted effect of over 70% in size; inactives centre near 23
# Target sequence (P83916 whole entry, looked up): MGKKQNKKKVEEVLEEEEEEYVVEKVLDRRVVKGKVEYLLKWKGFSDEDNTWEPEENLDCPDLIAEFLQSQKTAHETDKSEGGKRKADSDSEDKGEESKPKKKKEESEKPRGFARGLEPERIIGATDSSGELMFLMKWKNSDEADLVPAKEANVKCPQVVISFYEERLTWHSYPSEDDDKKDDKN
#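 Compound inhibition of the preformed complex between 50 nM HP1-beta and 50 nM biotinylated H3K9me3 peptide was read by AlphaScreen. Buffer was PBS pH 7.4 with 0.01% Tween-20. Incubations ran 30 min at room temperature, with 10 ug/mL donor/acceptor beads.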
# 12-LOX inh – Primary qHTS assay for inhibitors of human arachidonate 12S-lipoxygenase (ALOX12): Round 2. Polyunsaturated fatty acid lipoxygenase ALOX12 (Homo sapiens), P18054. purified 12hLO, xylenol orange hydroperoxide absorbance. Potency, µM (top dose mostly 108 µM), inactives show at the top dose activity change, negative = inhibition, actives largely listed as inhibitors. hit rate 1.1% among 580,000. AID 1671190, 2021; also: % is scaled to controls: 0 for no effect and ±100 for the full control effect
#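 Hydroperoxide product was detected by ferrous iron/xylenol orange as the 573 to 405 nm absorbance ratio. Arachidonic acid at 40 uM (final) was turned over for 30 min at room temperature by 150 nM human 12hLO, pH 7.0 Hepes buffer, after 15 min compound preincubation.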
# Tb PGK inh – qHTS Assay to Find Inhibitors of Phosphoglycerate Kinase; AID 602233, 2012; PGK/GAPDH coupled, Kinase-Glo luminescence, 60 min; hit rate 0.043% among 380,000; Potency, µM (top dose mostly 57.5 µM), inactives show at the highest dose activity change, negative = inhibition, actives largely listed as inhibitors; also: % is scaled to controls: 0 for no effect and ±100 for the full control effect; nearly all actives have a fitted effect of over 60% in size
# Target sequence (P07378 whole entry, looked up): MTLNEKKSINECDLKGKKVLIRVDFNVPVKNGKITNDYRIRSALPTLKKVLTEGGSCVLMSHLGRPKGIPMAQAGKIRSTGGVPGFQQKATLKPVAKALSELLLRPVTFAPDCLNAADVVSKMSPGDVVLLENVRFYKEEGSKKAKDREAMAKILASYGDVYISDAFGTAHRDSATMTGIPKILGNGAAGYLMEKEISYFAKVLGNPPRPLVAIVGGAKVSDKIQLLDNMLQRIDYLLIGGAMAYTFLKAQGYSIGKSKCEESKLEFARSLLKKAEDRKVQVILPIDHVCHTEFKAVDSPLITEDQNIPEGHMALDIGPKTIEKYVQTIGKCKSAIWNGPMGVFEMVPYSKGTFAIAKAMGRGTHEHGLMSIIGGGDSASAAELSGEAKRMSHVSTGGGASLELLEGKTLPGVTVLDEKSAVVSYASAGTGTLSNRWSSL
#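 Luminescent ATP detection (Kinase-Glo Plus) follows a 60-minute room-temperature incubation, with wells lacking PGK as controls. Buffer: 100 mM TEA (pH 7.6), 5 mM MgCl2, 0.01% Tween-20. Coupling enzyme GAPDH (100 nM final) supplies unstable 1,3-BPG in-well.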
# Pin1 inh – qHTS Assay to Find Inhibitors of Pin1; Pin1 FP peptide displacement, HiFluor488, 10 min; hit rate 0.009% among 390,000; Potency, µM (titrated, usually from 115 µM), without a hit: at the top dose activity, negative = inhibition, most hits filed as inhibitors; active = well fitted inhibition curve with a large enough effect in the polarisation, with a control signal flat, not every such curve was filed as active; inconclusive = small, poorly fitted or top-dose-only effect, or effect the other way, or a change in a side signal; inactive = no such curve, though single readings can be large or run the other way; the % refers to the polarisation; also: % is scaled to controls: 0 for no effect and ±100 for the full control effect
# RGS4 inhibitor – Inhibitors of Regulator of G Protein Signaling (RGS) 4: qHTS; Regulator of G-protein signaling 4 (Homo sapiens), P49798; Transcreener GDP fluorescence polarization, RGS4-accelerated GTP hydrolysis; Potency, µM (highest dose often 114 µM), for inactives: top-dose activity change, negative = inhibition, most hits filed as inhibitors; hit rate 0.039% among 390,000; AID 504845, 2011; also: % is scaled to controls: 0 for no effect and ±100 for the full control effect; nearly all actives have a fitted effect of over 75% in size; some results filed as inactive show a strong effect at the top dose
#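 MLSMR compounds (23 nl, pin-transferred) preincubated 10 min at room temperature with a 500nM (2x) first reagent, then RGS4 at 900nM (2x) plus Transcreener GDP mix added; fluorescence polarization (620/688 nm) read before and after 90 min at 30 °C.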
# Starred values were filed as active, the others as inactive; i = inactive; ? = inconclusive; . = no result given; & = joins results of further samples; [ ] = remark or other dose. Unless noted, calls follow the shape of the dose curve; as a rule, active = well fitted curve in the direction sought with a large enough effect; inconclusive = small, poorly fitted or top-dose-only effect, or another doubt; inactive = no such curve, though single readings can be large; an effect the other way counts as inactive or inconclusive. Potency is read from the fitted curve at half-maximal effect. Some of the compounds tested; rates above refer to the full screens.
SMILES,GLS inh,JMJD2A Tudor inh,ERG-DNA inh,TrxR1 inh,HP1b chromo inh,12-LOX inh,Tb PGK inh,Pin1 inh,RGS4 inhibitor
CCc1nnc(NC(=O)CSCc2cc(=O)n3cc(C)sc3n2)s1,-5%,2%,12%,9%,41%[activator],37%[activator],-12%,-8%,12%
CN(C(=O)CSc1nc2cc(Cl)ccc2c(=O)n1Cc1ccco1)C1CCS(=O)(=O)C1 (configuration not stated),-10%,-23%,-1%,2%,24%,1%,-4%,-3%,-8%
COC(=O)c1ccc(NC(=O)COC(=O)CSc2nc(C)cc(C)n2)cc1,12%,-16%,.,11%,18%,-3%,3%,1%,-2%
Cc1cc2[nH]c(=O)c3ccccc3n2n1,4%,-5%,-1%,4%,10%,-12%,0%,?,22%
COc1ccc(C2=NN(C(=O)CCC(=O)O)C(c3ccc(OC)cc3)C2)cc1 (configuration not stated),7%,-18%,4%,1%,37%,-5%,-10%,-3%,-14%
N#C/C(=C/c1ccc(O)c(O)c1)C(=O)NCc1ccc(Cl)cc1,56%[activator],13µM*,12%,11%,28µM*,25µM*,-5%,-1%,-15%
Cc1cccn2c(=O)c(/C=C(\C#N)C(N)=O)c(N3CCN(c4ccccc4)CC3)nc12,16%,?,16%,16%,-11%,?,.,0%,-1%
CC(C)=CCc1c(O)ccc(C2COc3c(CC=C(C)C)c(O)cc(O)c3C2=O)c1O (configuration not stated),4%,?,6%,19%[57.1 µM],-1%,?,-5%,3%,15%
CCCN(CCC)C(=O)C1CCN(c2ncnc3c2nc2n3CCCCC2)CC1,1%,-2%,0%,4%,37%,0%,10%,8%,9%
CC1CCCN(C(=O)C2c3ccccc3C(=O)N3CCc4ccccc4C23)C1 (configuration not stated),6%,-4%,-6%,9%,61%[activator],-2%,-7%,2%,-23%
CN(C(=O)COc1ccc(-c2nnco2)cc1)C1CCS(=O)(=O)C1 (configuration not stated),8%,-1%,-13%,11%,15%,11%,-1%,-1%,-32%
C#CCOCCOCCOCCNc1nc(N2CCN(C(=O)CCCCCCCCCCNC(=O)Cn3cc(CCCCCN)nn3)CC2)nc(N2CCN(C(=O)CCCCCCCCCCNC(=O)Cn3cc(C[C@@H](C)O)nn3)CC2)n1,-19%,25µM*,7%,44%[activator],-27%,.,9%,?,?

# Overlap with the part before: two compounds, followed by the next part.
SMILES,GLS inh,JMJD2A Tudor inh,ERG-DNA inh,TrxR1 inh,HP1b chromo inh,12-LOX inh,Tb PGK inh,Pin1 inh,RGS4 inhibitor
CN(C(=O)COc1ccc(-c2nnco2)cc1)C1CCS(=O)(=O)C1 (configuration not stated),8%,-1%,-13%,11%,15%,11%,-1%,-1%,-32%
C#CCOCCOCCOCCNc1nc(N2CCN(C(=O)CCCCCCCCCCNC(=O)Cn3cc(CCCCCN)nn3)CC2)nc(N2CCN(C(=O)CCCCCCCCCCNC(=O)Cn3cc(C[C@@H](C)O)nn3)CC2)n1,-19%,25µM*,7%,44%[activator],-27%,.,9%,?,?
CCCCC12CN3CC(C)(CN(C1)C3c1ccc(OCc3ccccc3)cc1)C2=O (configuration not stated),12%,1%,-1%,15%,56%[activator],-19%,6%,4%,12%
CCn1c(CNC(=O)c2ccco2)nnc1SCC(=O)Nc1cccc(F)c1,-7%,-2%,1%,27%,21%,-8%,i,-1%,-4%[11.4 µM]
COc1ccc(-n2c(=O)c3ccccc3n(CC(=O)Nc3ccccc3OC)c2=O)cc1,-9%&8%,-4%[11.4 µM],-2%&1%,24%&11%,70%&21%[activator],?,-3%&-4%,2%&-3%,4%[11.4 µM]
CCC(=O)Nc1nnc(SCC(=O)Nc2ccc3c(c2)OCO3)s1,3%,-18%,-7%,1%,3%,-5%,i,-6%,0%
CCn1nc(C)c(NC(=O)CCSc2nc(-c3ccco3)cc(C(F)(F)F)n2)c1C,-18%,-11%,5%,-22%,54%[activator],0%,-2%,5%,14%
CC(C)N(Cc1ccccc1)C(=S)NCCN1CCOCC1,9%,-20%,-9%,25%[57.1 µM],11%,?,10%,-2%,-16%
CCC(C)n1c(=N)c(C#N)cc2c(=O)n3cc(C)ccc3nc21 (configuration not stated),-4%,-16%,7%,19%,42%[activator],213%[activator],-6%,-6%,-2%
CCOC(=O)c1c(Oc2ccc(C(C)=O)cc2)nnc(-c2ccccc2)c1-c1ccccc1,6%,-25%,-3%,17%,20%,-6%,-19%,38%[activator],12%
CCOC(=O)c1ccc(NC(=O)CSCC(=O)OCC(=O)c2ccccc2)cc1,-1%,-17%,-1%,11%,29%,-15%,-1%,3%,-15%
CCOc1ccccc1N(CC(=O)NCCc1ccc(OC)c(OC)c1)S(=O)(=O)c1ccccc1,2%,-11%,-1%,10%[57.1 µM],10%,-17%,9%,-1%,-8%
C/C(CC(=O)Nc1cc(Cl)ccc1Cl)=N\NC(=O)COc1cccc(C)c1,-7%,-19%,-11%,14%,31%,-12%,-4%,10%,-22%
O=C(CCl)Nc1cccc(S(=O)(=O)NC2=NCCC2)c1,-3%,-18%,4%,28µM*,32%,-1%,i,-5%,2%
Cc1ccc(CNC(=O)CN2CCC(C(N)=O)CC2)cc1,13%,-8%,-3%,32%,16%,6%,-7%,3%,44%
COc1ccccc1N/C(N)=N/c1nc(CSc2ccc(C)cc2)cc(=O)[nH]1,8%,79µM*,-1%,-3%,-12%,-1%,7%,0%,?
O=C(CCS(=O)(=O)c1ccc(Br)cc1)NCCc1ccc(Cl)cc1,-5%,63µM*,-7%,10%,?,20%,.,-9%,-8%
CCS(=O)(=O)N1CCc2cc(C(=O)Nc3cccc(C)c3C)ccc21,-13%,?,-1%,5%,-22%,-23%,-1%,1%,15%
CCC1CCCCN1S(=O)(=O)c1ccc(NC(=O)c2cccs2)cc1 (configuration not stated),-2%,-16%,4%,26%[57.1 µM],26%,-11%,-10%,23%,-11%
O=C(O)CC1(CC(=O)NCc2ccc(Cl)cc2)CCCCC1,-4%,-8%,-3%,18%,41%[activator],.,i,-3%,11%
CCOc1cccc(C(=O)Nc2cccc(-c3nnc(-c4ccc(C)cc4)o3)c2)c1,0%,-11%,.,4%,19%,?,-3%,1%,11%
O=C(Nc1ccc(Cl)c(S(=O)(=O)N2CCOCC2)c1)c1cc2ccccc2oc1=O,-1%,-14%,3%,-2%,20%,7%,3%,5%,-10%
CCOCCCn1c(SCc2nc3sc(C(=O)O)c(C)c3c(=O)[nH]2)nnc1-c1ccc(Cl)cc1,-8%,?,3%,-2%[57.1 µM],37%,-23%,i,-11%,-24%
COc1cccc2c1OC1(CCN(C(C)C)CC1)N1N=C(c3cccnc3)CC21 (configuration not stated),-8%,-11%,13%,7%,21%,22%,1%,3%,-20%
O=C(CSc1nnnn1C1CCCC1)NCc1cccs1,-19%,-8%,3%,15%,42%[activator],243%[activator],14%,-16%,-7%[56.9 µM]
COc1ccc2nc(SCC(N)=O)[nH]c2c1,1%,-2%,9%,5%,36%,0%,i,7%,2%
O=[N+]([O-])c1ccc(SCCO)nc1SCCO,-3%,-13%,-1%,6%[57.1 µM],16%,437%[activator],-1%,0%,8%
COc1ccc(C(=O)Nn2cnnc2)c(OC)c1,-2%,-14%,0%,-6%,36%,?,-7%,0%,-19%
O=C(Nc1ccc2c(c1)OCO2)C1CC(c2ccccc2Cl)=NO1 (configuration not stated),-2%,-18%,.,21%,18%,5%,-11%,-7%,-10%
CC(C)Cn1c(=O)c2sccc2n2c(CCCC(=O)NCC(C)c3ccccc3)nnc12 (configuration not stated),5%,7%,5%,-1%,27%,0%,-8%,-1%,3%
Cc1nnc(NC(=O)c2cccc(NC(=O)C(C)C)c2)s1,-9%,-7%,4%,-8%,31%,-16%,-8%,-8%,-2%
CCN(CC)C(=O)c1ccc(-c2nnc(Nc3ccc(O)cc3)c3ccccc23)cc1,15%,-20%,4%,8%,22%,33%[activator],-10%,2%,-4%
Cc1nn(C)c(C)c1NC(=O)CCl,-11%,-26%,-4%,31%[11.4 µM],17%,14µM*,-4%,-6%,2%
Cc1ccccc1-n1c(C)nnc1SCc1cc(=O)oc2ccc3ccccc3c12,5%,?,-11%,-2%,17%,?,-10%,-7%,1%
COc1ccc(C(=O)NC2CCN(S(=O)(=O)c3ccc(C)cc3)CC2)cc1,1%,7%,-6%,19%,37%,-1%,i,2%,-22%
Cc1cc(SCc2ccc(Cl)cc2Cl)nc(=O)[nH]1,?,-30%,-10%,-9%,5%[57 µM],-23%,2%,23%,9%
CSc1ccccc1C(=O)NC1CCCc2ccccc21 (configuration not stated),6%,-9%,3%,8%,9%,-4%,1%,-1%,29%
COc1ccc(C(=O)N/N=C(\C)CC(=O)Nc2ccc3c(c2)OCCO3)c(OC)c1,0%,-20%,-1%,8%,2%,6%,-5%,1%,-2%
